RORgamma inh = blocks mouse ROR gamma transcriptional activity | Drosophila S2 Gal4-RORgamma UAS-luciferase reporter, 20 h | P51450 | hit rate 5.4% among 310,000 | AID 2551 | Potency, µM (doses to about 53.6 µM), without a hit: at the highest dose activity change, negative = inhibition, most hits filed as inhibitors; note: potency is the fitted concentration of half-maximal effect; % is set by controls: 0 for no effect and ±100 for the full control effect; nearly all actives have a fitted effect of over 60% in size
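Using a luciferase readout, inhibitors were identified by reduced reporter activity in Drosophila cells coexpressing a copper-inducible Gal4–ROR gamma fusion and UAS-driven Photinus luciferase, incubated 20 hr after 700 uM copper sulfate.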
FLuc counter = firefly luciferase modulation, counter-screen for miR-21 project | Potency, µM (titrated, usually from 57.5 µM), inactives show top-dose activity change, negative = inhibition, actives largely listed as inhibitors | purified FLuc, Km substrates, luminescence inhibition | P08659 | AID 588342 | hit rate 6.9% among 360,000;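 note: potency is the fitted concentration of half-maximal effect; plate controls were vehicle for no effect and reference inhibitor for full effect; nearly all actives have a fitted effect of over 55% in size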
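Purified P. pyralis luciferase (10nM final) with 10uM D-luciferin and 10uM ATP (Km levels) in 50mM Tris acetate pH 7.5, 10mM Mg acetate, 0.01% Tween-20, 0.05% BSA; qHTS 6-point titration, ~60 µM downward; luminescence read.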
NPC1 promoter act = activators of NPC1 promoter; Potency, µM (titrated, usually from 9.22 µM), for the others: at the top dose activation, actives largely listed as activators; AID 485313; Huh7 NPC1 promoter luciferase reporter, 24 h; hit rate 2.4% among 320,000;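 note: potency is the fitted concentration of half-maximal effect; % of control where 0% means no effect; nearly all actives have a fitted effect of over 60% in size; reporter is driven by a mutant NPC1 promoter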
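Huh7 cells stably carrying NPC1 promoter–luciferase, plated in Opti-MEM with 10% FBS for 2 h, were exposed to compound in DMSO for 24 h at 37 °C; luciferase reagent was added for 10 min and luminescence read.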
Menin-MLL TR inh = menin-MLL binding inhibition, Texas Red mutant peptide | O00255 | Menin + Texas Red MLL mutant peptide, fluorescence polarization | Potency, µM (titrated, usually from 61.6 µM), for inactives: top-dose FP activity change, negative = inhibition, hits mostly inhibitors | hit rate 0.23% among 270,000 | AID 1768; active = well fitted inhibition curve with a large enough effect in the polarisation, with a control signal flat, not every such curve was filed as active; inconclusive = small, poorly fitted or top-dose-only effect, or effect the other way, or a change in a side signal; inactive = no such curve, though single readings can be large or run the other way; the % refers to the polarisation; note: potency is the fitted concentration of half-maximal effect; % of control where 0% means no effect; many of its hits are not listed in these tables
Target sequence (O00255 whole entry, looked up): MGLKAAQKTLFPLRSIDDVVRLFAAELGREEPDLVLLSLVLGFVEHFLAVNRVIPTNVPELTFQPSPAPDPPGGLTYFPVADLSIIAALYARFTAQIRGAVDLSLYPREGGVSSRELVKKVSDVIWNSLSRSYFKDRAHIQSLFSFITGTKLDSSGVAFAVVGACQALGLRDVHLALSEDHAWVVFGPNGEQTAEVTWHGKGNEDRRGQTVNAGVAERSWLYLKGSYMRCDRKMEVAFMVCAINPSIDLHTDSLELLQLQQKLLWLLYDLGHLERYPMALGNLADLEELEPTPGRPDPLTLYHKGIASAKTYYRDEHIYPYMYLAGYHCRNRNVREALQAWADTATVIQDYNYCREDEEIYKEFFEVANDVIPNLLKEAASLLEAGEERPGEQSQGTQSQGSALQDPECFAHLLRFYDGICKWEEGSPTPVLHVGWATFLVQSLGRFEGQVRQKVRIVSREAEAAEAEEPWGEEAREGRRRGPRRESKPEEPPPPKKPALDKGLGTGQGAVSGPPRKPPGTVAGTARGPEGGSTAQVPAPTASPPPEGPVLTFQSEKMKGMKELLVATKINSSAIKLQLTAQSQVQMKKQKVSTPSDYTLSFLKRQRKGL
VP16 counter = inhibits Gal4-VP16 luciferase reporter, ROR gamma counter-screen; Drosophila S2 Gal4-VP16 UAS-luciferase, luminescence, 20 h; Potency, µM (top dose mostly 53.6 µM), without a hit: at the highest dose activity, negative = inhibition, hits mostly inhibitors; hit rate 3.5% among 310,000; AID 2546;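 note: Gal4-VP16 expression switched on by copper sulfate through the metallothionein promoter; potency is the fitted concentration of half-maximal effect; % is set by controls: 0 for no effect and ±100 for the full control effect; nearly all actives have a fitted effect of over 50% in size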
KCNH2 3.1 block = KCNH2 3.1 (human) potassium channel inhibition; U2OS KCNH2 3.1, thallium flux FluxOr; stronger effect = lower value; activity change, % (tested at about 1.8 µM); hit rate 0.95% among 340,000;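 active = maximum activity change below -70%; inconclusive = maximum activity change from -70% to -50%; inactive = maximum activity change above -50%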;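 note: thallium influx rate constant from kinetic fluorescence after stimulation buffer; % is set by controls: 0 for no effect and ±100 for the full control effect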
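Channel expression came from 3.1 mutant virus (1.77 x 10^8 /mL) applied to suspended U2OS cells for 4 h. Flux was tracked with FluxOr dye plus Red40 quencher, and kinetic rate constants normalized to controls.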
MBNL1 CUG block = blocks human MBNL1 binding to CUG repeat RNA | Q9NR56 | TR-FRET MBNL1-His/biotin-(CUG)12 binding, 665/545 ratio | Potency, µM (top dose mostly 57.5 µM), inactives show top-dose activity change, negative = inhibition, actives largely listed as inhibitors | hit rate 0.036% among 280,000 | AID 2675; active = well fitted inhibition curve with a large enough effect in the signal ratio, with a control signal flat, not every such curve was filed as active; inconclusive = small, poorly fitted or top-dose-only effect, or effect the other way, or a change in a side signal; inactive = no such curve, though single readings can be large or run the other way; the % refers to the signal ratio; note: potency is the fitted concentration of half-maximal effect; % is set by controls: 0 for no effect and ±100 for the full control effect
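TR-FRET between His-tagged MBNL1 and biotin-(CUG)12 RNA, detected with Tb anti-His antibody (0.055 ng/ul) and streptavidin-XL665 (5 nM), 60 min at room temperature. Compounds titrated 92 nM to 58 uM; 665/545 nm ratio normalized to buffer and complex controls.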
Rab9 promoter act = Rab9 promoter activation. Huh7 Rab9 promoter-luciferase reporter, luminescence, 24 h. Potency, µM (highest dose often 9.22 µM), inactives show top-dose activation, negative = inhibition, most hits filed as activators. hit rate 2.8% among 320,000. AID 485297; note: potency is the fitted concentration of half-maximal effect; % of control where 0% means no effect; nearly all actives have a fitted effect of over 60% in size
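Quantitative HTS format; Huh7 Rab9-luciferase reporter cells (1500/well) receive compound 2 h post-plating, incubate 24 h at 37 °C, then get luciferase reagent for 10 min before luminescence reading.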
ELG1 DNA repair = inhibitors of ELG1-dependent DNA repair in HEK293T cells; Potency, µM (top dose mostly 46.1 µM), for the others: at the highest dose activity change, negative = inhibition, most hits filed as inhibitors; hit rate 2.3% among 330,000; HEK293T ELG1-luciferase reporter, luminescence, 16 h; DNA damage induced by 5-fluorouridine; AID 504467; note: potency is the fitted concentration of half-maximal effect; % is set by controls: 0 for no effect and ±100 for the full control effect; nearly all actives have a fitted effect of over 55% in size
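Quantitative HTS, concentration-response format. 2,000 cells/well co-treated with 5-fluorouridine and compound, 16 hr in 5% CO2 at 37 °C; ONE-Glo luminescence read after 30 min.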
PKM2 activator = activators of human pyruvate kinase M2 | hit rate 0.34% among 260,000 | Potency, µM (doses to about 57.5 µM), for inactives: at the highest dose activation, hits mostly activators | AID 1631 | purified PKM2, Kinase-Glo ATP luminescence, activation; response scale: 0% is enzyme alone, no compound | P14618; note: potency is the fitted concentration of half-maximal effect; % is set by controls: 0 for no effect and ±100 for the full control effect; nearly all actives have a fitted effect of over 55% in size
Target sequence (P14618 whole entry, looked up): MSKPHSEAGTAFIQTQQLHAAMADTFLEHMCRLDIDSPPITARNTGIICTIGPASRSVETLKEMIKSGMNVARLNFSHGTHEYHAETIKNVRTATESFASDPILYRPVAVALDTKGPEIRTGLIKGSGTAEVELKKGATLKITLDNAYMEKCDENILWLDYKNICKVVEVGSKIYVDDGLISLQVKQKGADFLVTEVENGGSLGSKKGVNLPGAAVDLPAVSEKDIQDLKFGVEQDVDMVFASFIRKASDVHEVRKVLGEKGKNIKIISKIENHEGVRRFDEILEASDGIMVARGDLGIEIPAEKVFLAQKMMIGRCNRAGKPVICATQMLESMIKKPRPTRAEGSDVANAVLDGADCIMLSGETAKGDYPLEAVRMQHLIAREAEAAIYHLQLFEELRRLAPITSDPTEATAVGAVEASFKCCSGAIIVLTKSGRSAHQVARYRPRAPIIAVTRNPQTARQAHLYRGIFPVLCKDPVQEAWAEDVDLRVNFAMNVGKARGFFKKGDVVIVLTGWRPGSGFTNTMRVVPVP
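hPK-M2, >95% pure; 0.1 mM ADP / 0.5 mM PEP final; imidazole pH7.2 buffer w/ 7 mM MgCl2, 50 mM KCl; 1 h RT; Kinase-Glo lum. Intermediate enzyme activity for dual inhibitor/activator qHTS.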
Mito fusion act = inhibitors of mitochondrial division or activators of mitochondrial fusion; Potency, µM (highest dose often 46.1 µM), inactives show top-dose growth rescue (activation), hits mostly activators; hit rate 0.23% among 320,000; S. cerevisiae fusion-defective mutant growth rescue, CellTiterGlo 48 h;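 note: potency is the fitted concentration of half-maximal effect; % of control where 0% means no effect; nearly all actives have a fitted effect of over 45% in size; temperature-sensitive fusion mutants such as fzo1-1 at 37 °C on non-fermentable ethanol glycerol medium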
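S. cerevisiae fusion-defective temperature-sensitive mutants (e.g. fzo1-1, mgm1-5) grown 48 h at 37C in YPEG (ethanol/glycerol non-fermentable) medium with 23 nl compound per well; growth rescue read as CellTiterGlo luminescence.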
An asterisk follows results filed as active; u = inconclusive; x = not tested or not shown; [ ] = remark or other dose. Unless noted, calls come from the whole dose curve; as a rule, active = well fitted curve in the direction sought with a large enough effect; inconclusive = small, poorly fitted or top-dose-only effect, or another doubt; inactive = no such curve, though single readings can be large; an effect the other way counts as inactive or inconclusive.

SMILES	RORgamma inh	FLuc counter	NPC1 promoter act	Menin-MLL TR inh	VP16 counter	KCNH2 3.1 block	MBNL1 CUG block	Rab9 promoter act	ELG1 DNA repair	PKM2 activator	Mito fusion act
CCc1onc(C)c1C(=O)Nc1cc(C)ccc1OC	-2%	-8%	3%	2%	7%	-4	-7%	-5%	0%	-16%	-1%
CC(C(=O)NCC1(c2ccccc2)CCOCC1)N1CCOCC1 (stereo not given)	40%	-2%	-4%	-1%	1%	-12	-9%	16%	1%	0%	24%
CCOc1ccc(OCC)c2sc(C)nc12	-42%	0%	6%	13%	-2%	-3	-4%	-9%	2%	-18%	-1%
CC1CCCCC1NC(=O)c1ccncc1 (stereo not given)	u	2%	-7%	2%	0%	4	4%	0%	x	0%	0%
COc1ccc(/C=N/NC(=O)c2ccc(-c3ccccc3)cc2)cc1O	-29%	u	1%	21%	u	-7	9%	-5%	u	6%	23%
COc1ccc(S(=O)(=O)Nc2ccc3oc4ncccc4c(=O)c3c2)cc1OC	2%	-9%	1%	x	-8%	-2	19%	-1%	u	0%	3%
COc1ccc(CN(CC(=O)NCc2ccco2)C(=O)CCC(=O)Nc2nccs2)cc1	u	0%	0%	-9%	0%	24	-14%	1%	-17%	1%	-6%
CC(C)CN(C(=O)c1cccc(S(=O)(=O)N2CCN(C)CC2)c1)C1CCS(=O)(=O)C1 (stereo not given)	x	-2%	-3%	x	x	12	x	-2%	13%	x	5%
O=S(=O)(Nc1cccc(-c2cn3c(n2)SCC3)c1)c1cccs1	33%	-13%	-5%	8%	-9%	20	-11%	2%	-15%	8%	-1%
CCn1c(SCC(=O)NNC(=S)Nc2ccccc2)nnc1-c1ccc(Cl)cc1	4µM*	3%	-1%	1%	1.3µM*	14	-7%	1%	-3%	-1%	-4%
O=S(=O)(c1ccccc1Br)N1CCC(O)(c2cccnc2)CC1	45%	-1%	-2%	-10%	-5%	4	-1%	-6%	-1%	3%	1%
Cc1cc(C(=O)NCc2ccc(C(=O)O)o2)c(C)o1	-1%	-2%	0%	19%	4%	-1	1%	-1%	2%	3%	1%
O=C(Cn1cnc2c(oc3ccccc32)c1=O)c1ccccc1	16%	15µM*	2.5µM*	18%	2%	3	5%	u	u	-2%	-4%
CCOC(=O)c1cc2sccc2n1CC(=O)O	-17%	2%	2%	-4%	1%	-9	-9%	-8%	3%	-2%	1%
COc1ccc(C23CC4CC(CC(C4)C2)C3)cc1C(=O)NCCN(C)C	u	5%	-2%	-10%	u	-8	7%	1%	-17%	-7%	-13%
CCOC(=O)N1CCC(N2Cc3cccc(C(=O)N4CCN(c5cccc(Cl)c5)CC4)c3C2=O)CC1	9%	-15%	-1%	4%	-3%	2	-9%	-3%	u	-1%	1%[9.22 µM]
Cc1cc(NC(=O)CSc2nnc(C3CC3)n2N)c([N+](=O)[O-])cc1C	39%	2%	-3%	-5%	-19%	-4	u	-1%	0%	x	1%
CCN(CC)C1CC(=O)N(c2ccc(Br)cc2)C1=O (stereo not given)	13µM*	-3%	-1%	25%	18µM*	6	-4%	-1%	-2%	7%	-11%
CC(C)(C)Nc1ncnc2sc(-c3ccccc3)cc12	28%	u	-1%	-39%	-13%	-1	19%	-1%	u	x	-12%
COc1cc(C(=O)Nc2ccc(S(=O)(=O)Nc3nccc(C)n3)cc2)c([N+](=O)[O-])cc1OC	1%	1%	-3%	x	-5%	0	x	3%	-2%	-7%	-2%
CC(=O)Nc1ccc(S(=O)(=O)N2CCC(C(=O)NCCc3c[nH]c4ccccc34)CC2)cc1	39%	1%	1%	30%[activator]	-1%	-133*	-4%	0%	-3%	x	-1%
CCn1cc(CN2CCC(C(=O)Nc3cccc(-c4cccc(F)c4)c3)CC2)cn1	0%	-8%	-3%	u	-5%	-46	-8%	4%	5%	0%	-3%
O=C(C1=NN[C@@H]2C(=O)N(c3cccc(C(F)(F)F)c3)C(=O)[C@H]12)C(c1ccccc1)c1ccccc1	-2%	8%	-2%	u	1%	2	u	-5%	4%	-3%	-7%
CCCCN(C(=O)Nc1ccccc1)C1CCS(=O)(=O)C1 (stereo not given)	x	5%	-2%	x	x	-10	x	1%	18%	x	-1%
O=C(Cn1c(COc2ccccc2)nc2ccccc21)Nc1cc(Cl)c(Cl)cc1Cl	3%	0%	-5%	u	-5%	x	1%	0%	13%	u	-14%
CN1C(=O)C(C)(C)c2cc(S(=O)(=O)NCC3CCC(C(=O)NCc4ccc(F)cc4)CC3)ccc21 (stereo not given)	20%	2%	-1%	x	5%	-16	-8%	-5%	0%	x	3%
Cc1ccc(NC(=O)c2cc(S(=O)(=O)N3CCOCC3)cn2C)c(C)c1	-9%	0%	-1%	23%	-2%	-25	-3%	0%	10%	2%	1%
CCOC(=O)N1CCN(C(=O)COc2ccc([N+](=O)[O-])cc2)CC1	0%	-2%	-3%	-13%	0%	-9	u	-3%	1%	-3%	-2%
CCOC(=O)C(Cc1ccccc1)NC(=O)CCc1nnc2ccc(N3CCCCC3)nn12 (stereo not given)	-8%	-2%	3%	x	10%	-14	-2%	-3%	10%	x	-1%
Cc1ccc(NS(=O)(=O)c2ccc(OCC(=O)NCc3ccco3)cc2)cc1	31%	-1%	-4%	-3%	-4%	-5	-5%	3%	-20%	27%	6%
O=C(Cc1ccccc1[N+](=O)[O-])OCC(=O)N1CCN(c2ccccc2)CC1	x	1%	-6%	x	x	29	x	-1%	-15%	x	-3%
CC(NC(=O)c1cc2c(s1)CCCC2)C(C)(C)C (stereo not given)	24%	-20%	8%	-5%	-20%	-35	0%	-6%	u	10%	7%
Cc1cc(C)nc(Nc2ncc(O)n2-c2ccccc2)n1	-9%	4%	1%	25%	8%	-16	-1%	0%	4%	-1%	-5%
Cc1cc(=O)oc2c1c(C)nn2-c1nn[nH]n1	-20%	0%	2%	8%	-5%	-14	-3%	0%	-9%	3%	-1%
COc1ccc(CCN2CC(C(=O)NCc3cccc4[nH]ccc34)CCC2=O)cc1 (stereo not given)	-6%	-1%	-4%	1%	8%	-5	1%	11%	-15%	3%	-3%
COCC(=O)NNC(=O)c1ccccc1OC	1%	-5%	-2%	11%	0%	-3	2%	-3%	6%	1%	-1%
CCOC(=O)C1CCCN(C(=O)c2cc3cc(Br)ccc3oc2=O)C1 (stereo not given)	-8%	-5%	-3%	-2%	5%	-7	x	0%	13%	1%	-2%
CC1CN2C(c3ccc(Cl)cc3)=CSC2=N1 (stereo not given)	29%	2%	-3%	-11%	-2%	6	-1%	7%	11%	-6%	-3%
CCCCOC(=O)Nc1cccc(C(=O)OCC)c1	34%	u	0.22µM*	2%	-9%	-8	0%	0.32µM*	u	0%	-6%
Cc1nn(Cc2ccccc2)c(=O)n1N(C)c1ncc(C(F)(F)F)cc1Cl	7%	-1%	-4%	x	2%	9	-7%	-6%	-1%	0%	11%
CCOc1cc(-c2cc(-c3ccc(C)cc3)nc(N)c2C#N)ccc1O	10%	-16%	-2%	x	-21%	-4	5%	-7%	16µM*	-1%	11%
CN(c1ccc(C(=O)O)cc1)S(=O)(=O)c1ccc(Cl)cc1	-10%	2%	1%	0%	1%	6	3%	0%	-1%	-5%	10%
COc1cccc(NC(=O)CSc2nn3c(=O)c(C)nnc3s2)c1	-5%	3%	6%	-7%	2%	12	6%	15%	-3%	15%	0%
COc1ccc(OC)c(NC(=O)C2CCCCC2C(=O)O)c1 (stereo not given)	-20%	5%	-4%	u	4%	-1	-13%	1%	14%	-1%	-2%
CC(C)c1csc(CN2CCCC(CCC(=O)NCc3ccccc3F)C2)n1 (stereo not given)	u	3%	-7%	-10%	25%	-14	-13%	-6%	u	3%	3%
O=c1c(-c2ccco2)[n+]([O-])c2ccccc2n1OCc1ccccc1	-1%	-17%	19%	-6%	10%	6	u	13%[1.84 µM]	u	-19%	1%
O=C(COC(=O)c1cc(-c2cccnc2)nc2ccccc12)Nc1ccc(F)cc1F	10%	-5%	-1%	9%	-16%	3	47%[activator]	-4%	-3%	-15%	3%

The list is partial; the hit share may differ from the screen's.
